RGS4 inhibitor – inhibitors of human regulator of G protein signaling 4 | Transcreener GDP fluorescence polarization, RGS4-accelerated GTP hydrolysis | 390,000 tested, 0.039% active | Potency, µM (series often up to 114 µM), for the others: at the top dose activity change, negative = inhibition, most hits filed as inhibitors | P49798; further: potency means the concentration at half of the fitted maximal effect; on the % scale 0 is the no-effect control and ±100 the full control effect; nearly all actives have a fitted effect of over 75% in size; some results filed as inactive show a strong effect at the top dose
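MLSMR compounds (23 nl, pin-transferred) preincubated 10 min at room temperature with a 500nM (2x) first reagent, then RGS4 at 900nM (2x) plus Transcreener GDP mix added; fluorescence polarization (620/688 nm) read before and after 90 min at 30 °C.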
PI4K2A inh – blocks human PI4K2A kinase activity | Q9BTU6 | purified PI4K2A, ADP-Glo luminescence, 1 h; active compounds read low | activity change, negative = inhibition, % at 76.9 µM | 420,000 tested, 0.13% active | AID 1346378; in the data active means activity change below about -50%; inconclusive means mostly about -30% to -49%;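 further: -100% = wells without enzyme as full effect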
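Compounds are screened against recombinant PI4K2A using PI as substrate and ATP, the latter dispensed at 300 microM. Reactions run one hour at ambient temperature before ADP-Glo detection; full inhibition defined by wells lacking enzyme.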
12-LOX inh – blocks human arachidonate 12S-lipoxygenase; purified 12hLO, xylenol orange hydroperoxide absorbance; AID 1671190; Potency, µM (doses to about 108 µM), inactives show top-dose activity change, negative = inhibition, most hits filed as inhibitors; 580,000 tested, 1.1% active; further: potency means the concentration at half of the fitted maximal effect; on the % scale 0 is the no-effect control and ±100 the full control effect
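Hydroperoxide product was detected by ferrous iron/xylenol orange as the 573 to 405 nm absorbance ratio. Arachidonic acid at 40 uM (final) was turned over for 30 min at room temperature by 150 nM human 12hLO, pH 7.0 Hepes buffer, after 15 min compound preincubation.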
GLS inhibitor – inhibitors of human glutaminase (GLS) | 410,000 tested, 0.21% active | O94925 | GLS enzymatic activity, qHTS titration | Potency, µM (titrated, usually from 45.5 µM), without a hit: at the highest dose activity change, negative = inhibition, hits mostly inhibitors; further: potency means the concentration at half of the fitted maximal effect; on the % scale 0 is the no-effect control and ±100 the full control effect
Target sequence (O94925 whole entry, looked up): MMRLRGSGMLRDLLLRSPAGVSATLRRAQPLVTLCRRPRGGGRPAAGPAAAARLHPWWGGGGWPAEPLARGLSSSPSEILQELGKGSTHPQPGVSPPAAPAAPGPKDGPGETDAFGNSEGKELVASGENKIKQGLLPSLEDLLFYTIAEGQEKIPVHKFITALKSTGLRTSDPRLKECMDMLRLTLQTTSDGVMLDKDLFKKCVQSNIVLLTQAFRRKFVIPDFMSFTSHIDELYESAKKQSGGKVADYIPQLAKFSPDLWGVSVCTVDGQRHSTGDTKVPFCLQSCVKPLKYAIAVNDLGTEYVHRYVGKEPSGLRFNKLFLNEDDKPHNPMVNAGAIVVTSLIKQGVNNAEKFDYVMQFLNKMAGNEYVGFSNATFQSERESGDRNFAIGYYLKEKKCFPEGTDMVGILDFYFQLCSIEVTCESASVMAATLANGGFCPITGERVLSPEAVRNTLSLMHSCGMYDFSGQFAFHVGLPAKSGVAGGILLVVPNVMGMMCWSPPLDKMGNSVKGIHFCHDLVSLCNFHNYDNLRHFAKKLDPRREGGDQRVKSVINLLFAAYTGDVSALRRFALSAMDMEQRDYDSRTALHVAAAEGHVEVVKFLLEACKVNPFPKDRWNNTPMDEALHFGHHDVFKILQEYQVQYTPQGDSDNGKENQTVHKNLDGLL
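Coupled fluorescence readout: glutamate oxidase/HRP/Amplex Red detect glutamate formed by hKGA from L-glutamine (1 mM solution added). Buffer 45 mM KH2PO4 pH 8.2, 0.02% Tween-20; reads at t0 and 30 min RT.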
G9a block – G9a (human) methyltransferase inhibition | G9a H3K9 monomethylation, AlphaScreen, 2 h | Potency, µM (series often up to 102 µM), inactives show at the highest dose activity, negative = inhibition, hits mostly inhibitors | 350,000 tested, 8.8% active; further: potency means the concentration at half of the fitted maximal effect; on the % scale 0 is the no-effect control and ±100 the full control effect; nearly all actives have a fitted effect of over 75% in size
Target sequence (Q96KQ7 913-1193 limits assumed): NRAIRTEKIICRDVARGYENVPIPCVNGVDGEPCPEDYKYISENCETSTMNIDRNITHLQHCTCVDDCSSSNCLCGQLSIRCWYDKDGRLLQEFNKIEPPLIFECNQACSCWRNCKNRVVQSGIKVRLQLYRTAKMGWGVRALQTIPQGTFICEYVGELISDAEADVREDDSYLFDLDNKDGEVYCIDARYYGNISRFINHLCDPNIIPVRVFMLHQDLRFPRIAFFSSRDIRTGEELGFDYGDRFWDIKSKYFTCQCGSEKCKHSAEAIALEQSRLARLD
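Compounds were preincubated with 20 nM G9a for 15 min, after which biotinylated H3K9 peptide (500 nM) and SAM (20 uM) started a 2 h room-temperature reaction. Monomethylated product was quantified by antibody-based AlphaScreen chemiluminescence.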
ERG-DNA inh – ERG Ets/DNA interaction inhibition; P11308; fluorescence polarization, His-ERG Ets domain / labelled DNA; Potency, µM (top dose mostly 76.9 µM), without a hit: top-dose FP activity, negative = inhibition, usual class: inhibitors; 370,000 tested, 0.028% active; active means well fitted inhibition curve with a large enough effect in the polarisation, with a control signal flat; inconclusive means small, poorly fitted or top-dose-only effect, or effect the other way, or a change in a side signal; inactive means no such curve, though single readings can be large or run the other way; the % refers to the polarisation;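 further: polarization taken with two DNA probes labelled with fluorescein and Texas red; potency means the concentration at half of the fitted maximal effect; % of control where 0% means no effect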
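His-tagged ERG Ets domain (1 uM in the protein solution; 300mM KCl, 50mM Tris-HCl, 1mM EDTA, 1mM DTT, pH 7.5) received compound, then a probe mix of 5 nM fluorescein-DNA and 100nM Texas-615-DNA. Fluorescence polarization was read for both dyes.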
HP1b binding inh – HP1-beta chromodomain-methylated histone interaction inhibition; P83916; AlphaScreen HP1-beta / biotin-H3K9me3 peptide binding; Potency, µM (doses to about 114 µM), for inactives: at the top dose activity change, negative = inhibition, usual class: inhibitors; 390,000 tested, 0.56% active; further: potency means the concentration at half of the fitted maximal effect; nearly all actives have a fitted effect of over 70% in size; inactives centre near 23
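HP1-beta protein (50 nM final) preincubated 30 min at room temperature with biotinylated H3(1-18)K9me3 peptide (50 nM) in PBS pH 7.4, 0.01% Tween-20, then compound added for 30 min. AlphaScreen streptavidin donor/nickel chelate acceptor beads (10 ug/mL final), 30 min dark, luminescence read.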
BAZ2B inh – inhibitors of human BAZ2B bromodomain; Q9UIF8; AlphaScreen BAZ2B-H3K14Ac peptide displacement; Potency, µM (titrated, usually from 114 µM), for the others: at the top dose activity change, negative = inhibition, actives largely listed as inhibitors; 360,000 tested, 4.4% active; AID 504333; further: potency means the concentration at half of the fitted maximal effect; on the % scale 0 is the no-effect control and ±100 the full control effect; nearly all actives have a fitted effect of over 60% in size
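Inhibition is scored as reduced AlphaScreen emission. The BAZ2B/b-H3(5-23)K14Ac complex (50 nM each) in PBS pH 7.4, 0.01% Tween-20 meets compound (up to 110 uM) for 30 min at RT before bead addition.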
JMJD2A Tudor inh – blocks the human JMJD2A Tudor domain; Potency, µM (highest dose often 114 µM), for the others: at the top dose activity change, negative = inhibition, actives largely listed as inhibitors; 390,000 tested, 4.4% active; AlphaScreen JMJD2A-Tudor / H3K4me3 peptide binding; further: potency means the concentration at half of the fitted maximal effect; on the % scale 0 is the no-effect control and ±100 the full control effect; nearly all actives have a fitted effect of over 50% in size
* = called active by the depositor; ? = inconclusive; nt = not tested or not shown; [ ] = remark or other dose. Unless noted, the call rests on the fitted dose curve; in most records, active means well fitted curve in the direction sought with a large enough effect; inconclusive means small, poorly fitted or top-dose-only effect, or another doubt; inactive means no such curve, though single readings can be large; an effect the other way counts as inactive or inconclusive.

Under each structure – ERG-DNA inh	BAZ2B inh	GLS inhibitor	12-LOX inh	RGS4 inhibitor	JMJD2A Tudor inh	G9a block	HP1b binding inh	PI4K2A inh
> COc1ccc2[nH]c3c(N4CCc5ccccc5C4)ncnc3c2c1
    2.4%	?	-13.2%	?	14.7%	?	44.7µM*	-17.9%	-1.3
> COc1ccccc1NC1=NC2(CCCC2)N=C(N)N1
    1.0%	-2.7%	0.9%	?	4.2%	-5.0%	5.7%[12.7 µM]	19.8%	2.5
> Cc1cc(C)c(C#N)c(SCc2[nH]nc3c2C(c2ccccc2)C(C#N)=C(N)O3)n1 (stereo unspecified)
    0.4%	-34.7%	2.2%	?	-34.3%	?	-44.7%[59 µM]	10.6%	0.9
> Nc1cc(=O)[nH]c(SCC(=O)Nc2ccccc2Sc2ccccc2)n1
    -2.8%	-18.1%	-0.1%	11.2%	-27.5%	-6.2%	-10.6%	47.8%[activator]	-3.3
> CC(C)C(NC(=O)CNC(=O)OC(C)(C)C)C(=O)NCc1ccc(Cl)cc1 (stereo unspecified)
    -4.2%	-0.1%	11.0%	-0.7%	21.5%	-4.0%	2.2%	10.4%	5.3
> CCOC(=O)CSC1=NN2CCS(=O)(=O)N=C2S1
    -4.8%	-13.8%	5.5%	-13.9%	0.8%	-14.2%	?	34.9%[activator]	-0.9
> CCOc1ccc(Cl)cc1CNCCNCC(C)O (stereo unspecified)
    nt	-6.9%	-3.7%	1.3%	-7.6%	-35.5%	1.3%[12.7 µM]	49.3%[activator]	0.9
> Cc1ccc(Cl)cc1NC(=O)CCNC(=O)N1CC(=O)Nc2ccccc21
    -4.3%	2.2%	1.5%	-28.3%	11.7%	-2.8%	0.7%	34.9%[activator]	-1.1
> COc1ccc(NC(=O)Cn2c(=O)n(CC(=O)NCCc3ccccc3)c(=O)c3ccccc32)cc1
    -7.7%	?	-1.6%	-23.8%	-12.2%	-17.8%	5.8%[59 µM]	29.8%	2.9
> COc1ccc(-c2cc(N)n(S(=O)(=O)c3ccc(F)cc3)n2)cc1OC
    0.1%	10.9%	-5.3%	11.1%[57.4 µM]	14.2%	-17.9%	13.4%	20.5%	5.5
> CCN(CC(=O)NCc1cccs1)S(=O)(=O)c1ccccc1Cl
    -20.5%	9.2%	4.3%	-18.2%	-4.7%	2.1%	-22.9%[0.501 µM]	73.9%[activator]	-2.4
> CC(C(=O)N1CCCC1)N1CCN(S(=O)(=O)c2ccccc2)CC1 (stereo unspecified)
    -22.5%	nt	0.7%	7.2%	11.3%	-3.9%	nt	34.4%[activator]	-2.4
> Cn1c(=O)n(C)c2cc(NS(C)(=O)=O)ccc21
    -1.9%	?	5.3%	-4.4%	-8.2%[11.4 µM]	-5.3%[11.4 µM]	-0.5%	-4.5%	-17.1
> O=C(CSc1nc2ccccc2o1)N/N=C/c1ccc(C(=O)O)cc1
    ?	-23.3%	0.1%	-2.4%	13.6%	-6.6%	?	7.0%	-3.1
> O=C(c1ccoc1)N1CCC2(CC1)Oc1ccc(Cl)cc1C(=O)C21CC(c2ccccc2)=NO1 (stereo unspecified)
    -4.0%	-12.9%	11.6%	-47.4%	6.1%	-33.1%	9.4%[12.7 µM]	6.3%	-2.7
> O=C(COc1ccccc1)N1CCN(C(=O)c2ccco2)CC1
    nt	-13.7%	1.0%	4.0%	-6.3%	-7.1%	?	26.5%	0.1
> O=C(Nc1cccc(C(=O)N2CCN(c3ccccc3)CC2)c1)c1nsc2ccccc12
    1.4%	-19.5%	-0.3%	-22.4%	-2.1%	-21.1%	-38.5%[59 µM]	7.2%[57 µM]	1.0
> CC(C)(C)c1ccc(/C=C/C(=O)N2CCN(c3ncccn3)CC2)cc1
    -6.5%	2.3%	-2.6%	-25.8%	-0.5%	-1.0%	17.6%[59 µM]	22.8%	-2.5
> CCN(CC)C(=O)C[n+]1ccc(C(N)=O)cc1
    4.6%	-35.6%	24.0%	-2.0%	3.9%[11.4 µM]	-18.2%	-30.8%	-7.6%	-1.8
> O=C(COC(=O)c1ccc[n+]([O-])c1)Nc1ccc([N+](=O)[O-])cc1C(F)(F)F
    0.1%	nt	-4.6%	?	-2.8%	-10.1%	nt	22.4%	0.1

New compounds follow:
Under each structure – ERG-DNA inh	BAZ2B inh	GLS inhibitor	12-LOX inh	RGS4 inhibitor	JMJD2A Tudor inh	G9a block	HP1b binding inh	PI4K2A inh
> O=c1ccn(-c2cccc(C(F)(F)F)c2)nc1-c1ccn(-c2cccc(Cl)c2)n1
    16.6%	3.1%	6.7%	4.8%	-6.9%	-5.7%	14.0%	13.9%	5.9
> C/C=C(\C)C(=O)Nc1cccc(C2=NOC3(C2)C[C@H](C(N)=O)N(C(=O)CC#N)C3)c1 (stereo partly specified)
    -1.6%	2.9%	6.2%	-7.8%	23.2%	-12.7%	17.9%[59 µM]	32.0%	1.1
> COc1ccc(-c2nc3scc(CCNS(=O)(=O)c4ccc5c(c4)OCCO5)n3n2)cc1
    2.8%	-12.5%	-5.1%	0.0%	7.4%	-16.2%	-31.9%[59 µM]	24.7%	0.2
> CCOC(=O)NC(c1ccccc1)C1CCCCC1=O (stereo unspecified)
    3.9%	11.2%	6.2%	54.7%[activator]	-7.4%	6.7%	-18.7%[12.7 µM]	38.8%[activator]	-9.7
> Cc1cccc(NC(=O)N2CCCC2C(=O)NCc2cccs2)c1 (stereo unspecified)
    -10.6%	4.9%	5.7%	292.6%[activator]	-26.9%	-4.1%	23.9%[12.7 µM]	24.4%	-0.7
> COc1ccc(N=C2S/C(=C\c3ccc(OCC(=O)O)cc3)C(=O)N2CCc2c[nH]c3ccccc23)cc1
    2.8%	14.1µM*	10µM*	?	-51.2%	8.91µM*	-195.0%[59 µM]	17.8µM*	-0.9
> O=C(NC(=S)NCc1cccnc1)c1ccccc1F
    -5.9%	-12.9%	0.9%	?	-4.4%	-3.6%	?	49.9%[activator]	-5.1
> COc1cc2c(cc1OC)C(COc1ccccc1OC)N(C(=O)C(C)C)CC2 (stereo unspecified)
    -4.0%	-19.7%	0.3%	-6.0%	-11.7%	-13.1%	-29.2%	39.1%[activator]	0.9
> Cc1ccccc1C(=O)N/N=C1/SCC(=O)N1Cc1ccc2c(c1)OCO2
    3.3%	11.0%	13.1%	12.0%	-9.6%	-13.0%	25.3%[59 µM]	17.3%	-0.8
> COc1ccccc1NC(=O)NCc1ccccc1F
    -9.3%	-1.6%	3.4%	-0.4%	-4.4%[11.4 µM]	-8.9%	3.1%	-5.0%	-6.5
> COc1ccc(C(=O)Nc2ccc(Cc3ccncc3)cc2)cc1Br
    -2.9%	?	-0.1%	9.9%	-15.9%	-27.9%	nt	34.0%	-3.7
> O=C(CSc1nc2ccccc2c(=O)n1CCCN1CCOCC1)Nc1ccccc1OC(F)F
    -4.3%	nt	2.2%	-23.1%	-22.1%	-16.7%	nt	15.7%	1.9
> CCOCC(=O)N1CCN(c2ccc([N+](=O)[O-])cc2)CC1
    -2.6%	5.0%	5.6%	5.1%	11.3%	-12.1%	-5.3%	4.5%	3.4
> Cn1c(SCC(=O)Nc2cccc(F)c2)nnc1-c1cccnc1
    -2.2%	-4.5%	16.8%	461.2%[activator]	15.2%	-4.3%	-0.3%	48.4%[activator]	0.2
> Cc1ccc(-n2ncc3c2CC(C)(C)CC3NC(=O)CCc2cnn(C)c2)cc1 (stereo unspecified)
    -4.0%	-5.0%	1.0%	17.3%	-15.0%	-13.9%	12.4%	37.3%[activator]	2.0
> O=C(CSc1nnc(-c2ccccc2Br)o1)Nc1cccc2ccccc12
    5.1%	-1.9%	7.2%	-25.4%	-25.8%	3.4%	-5.3%[59 µM]	23.8%	2.5
> Cc1ccc(C2=CSC3=NS(=O)(=O)CCN23)cc1
    2.3%	-4.3%	-3.0%	10.4%	6.0%	-2.3%	1.5%	32.1%	20.5
> CCC(CC)C(=O)N(CCc1ccc(OC)cc1)Cc1nc2ccccc2c(=O)[nH]1
    nt	2.4%	-1.5%	7.8%	-13.8%	-12.0%	23.6%	29.7%	-0.8
> O=C(Nc1ccc(F)cc1)c1oc2ccccc2c1NC(=O)C1CCCCC1
    0.2%	-11.3%	3.1%	-16.1%	15.2%	-8.3%	-32.8%[59 µM]	46.5%[activator]	-7.1
> Cc1ccccc1-c1cc(-c2ccccc2O)on1
    3.2%	51.0%[activator]	17.2%	?	-15.0%	143.6%[activator]	47.8%[12.7 µM]	180.6%[activator]	0.0
> CCN(CC)Cc1cc(O)c(CN(CC)CC)cc1O
    -9.3%	17.8µM*	15.8µM*	49.3%[activator]	-33.8%	0.794µM*	1.26µM*	1.41µM*	-24.0

Bioassay records from PubChem BioAssay.

This is a subset, so the mix of outcomes need not match the whole.
